HTR5A inv ctr: counter-screen for OPRM1-OPRD1 inverse agonists: human HTR5A inverse agonism; actives 0.083% (n = 340,000); P47898; inhibition, % at 9.3 µM; AID 504634; HTR5A cell line, luminescence; in the data active = inhibition mostly above about 23%, no sharp cut-off; inactive = mostly below about 18%;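 note: 0% = cells with DMSO and 100% = no-cell wells with DMSO; some compounds called inactive have numbers as strong as hits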
AddAB inh: less growth of phage-infected E. coli with AddAB; actives 0.29% (n = 330,000); inhibition, % at 11.9 µM; E. coli expressing H. pylori AddAB, absorbance growth; in the data active = inhibition above about 12%;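 note: 0% = vehicle wells of infected cells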
DSG3 Ab inh: blocks pemphigus antibody binding to human desmoglein-3. P32926. DSG3-coupled beads, scFv-anti-DSG3-GFP binding, flow cytometry; stronger effect = lower value. binding (percent of control), % at 10 µM. actives 0.48% (n = 310,000). AID 588358;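 active = binding more than 3 SD below its plate's average and above zero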;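 note: hits lower antibody fragment binding to DSG3; some compounds called inactive have numbers as strong as hits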
SUMO Mot1 rescue: inhibitors of SUMOylation pathway: yeast Mot1-301 growth rescue | growth rescue, % at 18.8 µM | actives 1% (n = 320,000) | S. cerevisiae Mot1-301 growth rescue, ATP luminescence, 38.5C; percent above DMSO median, 100 means doubled | AID 2716;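 active = every valid replicate shows activation above 250% relative to neutral control wells; inactive = the rest, any valid replicate at or below 250%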;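 note: OY570 slx delta 5 strain wells were the positive control but not used for scaling; some compounds called inactive have numbers as strong as hits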
PfHsp90 set2: reduces growth (ATP signal) of yeast expressing P. falciparum Hsp90. AID 504621. inhibition, % at 9.4 µM. S. cerevisiae expressing PfHsp90, BacTiter-Glo ATP, 48 h; yeast lacking PDR1 and PDR3 efflux regulators. actives 0.32% (n = 310,000);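 active = every replicate shows inhibition above about 80%, whatever the replicate mean, limit read from the data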;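 note: 0% = DMSO neutral controls and 100% = 20 µM radicicol positive controls; yeast relying on Plasmodium falciparum Hsp90 in place of its own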
MOR-DOR inv ag: inverse agonist of human OPRM1-OPRD1 heterodimerization; P35372+P41143; cell-based MOR-DOR heterodimer luminescence, inverse agonism; inhibition, % at 9.3 µM; actives 0.21% (n = 340,000); AID 504357; in the data active = inhibition above about 22%, passing the limit was not always enough;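 note: 0% = cells with DMSO and 100% = wells without cells with DMSO; values of inactives mirror those of a sister screen read the other way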
Target sequence (P35372 whole entry, looked up): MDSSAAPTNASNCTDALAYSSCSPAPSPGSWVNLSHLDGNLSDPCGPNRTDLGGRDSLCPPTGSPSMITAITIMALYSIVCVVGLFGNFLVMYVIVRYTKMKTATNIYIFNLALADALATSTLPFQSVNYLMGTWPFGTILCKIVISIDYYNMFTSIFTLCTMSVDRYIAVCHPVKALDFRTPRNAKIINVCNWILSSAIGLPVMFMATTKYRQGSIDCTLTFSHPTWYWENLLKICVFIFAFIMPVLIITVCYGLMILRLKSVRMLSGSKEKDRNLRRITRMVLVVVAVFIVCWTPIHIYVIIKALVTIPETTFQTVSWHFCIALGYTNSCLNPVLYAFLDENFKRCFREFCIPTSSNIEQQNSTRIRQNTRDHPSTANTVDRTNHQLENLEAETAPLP
Target sequence (P41143 whole entry, looked up): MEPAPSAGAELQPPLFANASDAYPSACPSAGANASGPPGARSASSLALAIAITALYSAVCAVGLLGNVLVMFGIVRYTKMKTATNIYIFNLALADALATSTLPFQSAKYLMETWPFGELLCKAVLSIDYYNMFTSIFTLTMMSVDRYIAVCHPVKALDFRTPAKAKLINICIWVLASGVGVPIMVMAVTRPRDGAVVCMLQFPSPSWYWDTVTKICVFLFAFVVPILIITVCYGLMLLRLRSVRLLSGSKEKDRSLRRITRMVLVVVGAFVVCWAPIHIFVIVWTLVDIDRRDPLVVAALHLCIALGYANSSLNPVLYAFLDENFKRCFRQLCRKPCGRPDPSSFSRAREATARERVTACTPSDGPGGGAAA
PKA-R1A activ: activators of PKA-R1A complex; PKA-R1A dissociation, Cy5-IP20 fluorescence polarization; scaled: DMSO 0%, 113 µM cGMP 100%; actives 0.083% (n = 340,000); activation, % at 11.4 µM; P00514+P68181;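 active = percent activation above the mean of all tested compounds plus 3 SD, cut at about 19% in these data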;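 note: higher means more PKAc released from R1A so a rise in polarization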
phage Ecoli inh: E. coli growth loss with phage present | growth absorbance | inhibition, % at 11.9 µM | actives 0.26% (n = 360,000) | AID 651602; in the data active = inhibition above about 11%
HTR5A ag ctr: HTR5A agonism, opioid heterodimer counter-screen. P47898. HTR5A agonist assay, luminescence, cell-based. activation, % at 9.3 µM. actives 0.61% (n = 340,000); in the data active = activation mostly above about 9.5%, no sharp cut-off; inactive = mostly below about 7.6%;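 note: 0% = cells with vehicle only and 100% = reference agonist; strong numbers were not always called active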
OPRM1-OPRD1 ag: OPRM1-OPRD1 heterodimerization agonism. actives 0.3% (n = 340,000). activation, % at 9.3 µM. cells, luminescence. P35372+P41143. AID 504326; in the data active = activation above about 18%;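 note: 0% = vehicle-treated cells and 100% = reference agonist; values of inactives mirror those of a sister screen read the other way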
E coli growth: reduces bacterial viability in AddAB counter-screen | E. coli V3065 growth, OD600 absorbance, 18 h | inhibition, % at 11.9 µM | actives 0.27% (n = 330,000);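 active = inhibition above the campaign's mean inhibition across all tested compounds plus 3 SD, cut at about 9.9% in these data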;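 note: uninfected addAB+ strain grown without phage in ampicillin broth; 0% = DMSO wells and 100% = ciprofloxacin 0.95 µg/ml wells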
Starred values were filed as active, the others as inactive; i = inactive; . = not tested or not shown.

Structure	OPRM1-OPRD1 ag	AddAB inh	E coli growth	PKA-R1A activ	phage Ecoli inh	MOR-DOR inv ag	HTR5A ag ctr	DSG3 Ab inh	HTR5A inv ctr	SUMO Mot1 rescue	PfHsp90 set2
CCN(C[C@H]1N[C@@](Cc2ccccc2)(C(=O)OC)[C@H]2C(=O)N(Cc3ccccc3)C(=O)[C@@H]12)S(=O)(=O)c1ccc(C(F)(F)F)cc1	5.6	4.2	3.9	-14	1.2	-26	-2	90	6	.	-9
CC(NS(=O)(=O)c1ccc2c(c1)C(=O)c1cc(S(=O)(=O)NC(C)C(=O)O)ccc1-2)C(=O)O (stereo unspecified)	-2.7	2.1	-1.0	-8	-0.8	14	1	90	-2	74	-5
COc1ccc(NC(=O)c2ccc3c(c2)S(=O)(=O)c2ccccc2C3=O)cc1	1.6	0.5	0.0	-1	0.6	-10	6	83*	-17	-3	-14
COc1ccccc1C(=O)Nc1ccccc1C(=O)N1CCCC1	-2.7	2.0	-1.2	-10	0.2	12	-2	110	-2	-3	19
CSc1ccc(S(=O)(=O)N(CC(=O)NCc2ccccn2)c2ccc(C)cc2)cc1	0.2	0.6	-0.4	-2	-0.3	-2	3	135	-8	1	-17
C=C(C)CSc1cc(C)c(C#N)c2nc3ccccc3n12	-0.6	3.3	1.7	4	3.5	4	-4	92	12	8	17
COC(=O)C1CC(O)CN1S(=O)(=O)c1ccc2ccccc2c1 (stereo unspecified)	-3.6	2.4	1.9	-9	2.6	14	-5	99	16	6	.
Cn1c(CC(=O)NNC(=O)c2ccc(Cl)nc2)nc2ccccc21	-0.1	-0.2	-4.8	2	1.9	0	-1	113	3	3	5
Cn1c(=O)c2c(nc(SCc3nc(N)nc(N4CCCCC4)n3)n2C)n(C)c1=O	0.5	0.3	0.3	-12	1.0	-3	-3	100	-14	25	-12
COc1cc(OC)cc(C(=O)Nc2ccccc2S(=O)(=O)N2CCCC2OC(C)=O)c1 (stereo unspecified)	-2.3	0.2	-2.8	-11	-0.2	13	1	86	-6	-13	8
CC1(CC(=O)N/N=C/c2ccc(-c3cccc(C(F)(F)F)c3)o2)OCCO1	-1.7	1.2	0.2	-9	2.0	9	1	114	-2	-5	16
Cc1ccc(S(=O)(=O)NC2(C(F)(F)F)C(=O)Nc3c2c(=O)n(C)c(=O)n3C)cc1 (stereo unspecified)	2.0	3.1	2.5	-9	0.6	-12	-1	104	2	53	-11
COc1ccc([N+](=O)[O-])cc1NC(=O)CCNC(=O)Cn1ccc2ccccc2c1=O	1.6	4.1	1.0	-5	2.1	-8	4	89	-19	2	3
COc1ccccc1S(=O)(=O)N1CCN(S(=O)(=O)c2ccccc2C#N)CC1	-0.2	2.2	0.4	-1	1.4	1	-3	113	-30	i	-22
COc1ccc(C2=NN(CN3C(=O)C(=O)c4ccccc43)C(c3ccc(Br)cc3)C2)cc1 (stereo unspecified)	-3.8	0.2	-2.9	7	0.2	21	-3	76	-9	13	-5
COc1ccc(CC(=O)Nc2nnc(C(C)C)s2)cc1	-0.7	.	.	0	2.0	3	-2	.	5	.	-5
COCCn1nnnc1C(c1ccccn1)N1CCN(c2cc(Cl)ccc2C)CC1 (stereo unspecified)	0.0	-1.1	-2.1	-8	2.0	0	-2	105	-22	3	-13
CC(Oc1ccccc1)C(=O)N=C1SC2CS(=O)(=O)CC2N1c1cccc(F)c1 (stereo unspecified)	-3.0	3.1	1.9	-6	-0.8	17	6	107	-5	36	-1
CCCc1cc(=O)[nH]c2nnc(SCC(=O)Nc3ccc(C(C)=O)cc3)n12	-1.8	-1.5	-1.4	10	1.6	10	-4	98	-6	10	.
CN(C)C(=O)CCc1ccc2c3c([nH]c2c1)[C@]1(CCc2ccccc2)[C@@H](C(=O)N2CCCCC2)C[C@H](CC(=O)NCCc2ccccn2)C(=O)N1CC3	-0.3	0.2	-1.1	-6	1.5	2	-1	98	3	.	-8
CC1=C(C(=O)NCc2ccccc2)C(c2cccs2)NC(=S)N1 (stereo unspecified)	-3.5	4.0	0.6	-6	4.6	18	5	102	-27	-11	-5
COc1ccccc1S(=O)(=O)Cc1ccc(C(=O)NC2CCCCC2)o1	-2.2	2.8	1.3	-1	-7.2	11	-2	97	3	-1	-1
COC(=O)c1cc(=O)n(Cc2ccco2)c(=Nc2ccc(F)cc2)s1	0.5	-0.2	3.1	-3	.	-3	6	102	2	3	12
Cc1cc2ccccc2c(=O)n1CC(=O)NCc1ccco1	-1.6	3.7	1.9	-6	1.7	8	0	.	-14	0	18
CC1CCN(C(=O)C(NS(=O)(=O)c2cccc3nsnc23)C(C)C)CC1 (stereo unspecified)	-2.5	5.2	0.4	-4	2.5	13	-5	96	12	-18	9
COc1cccc(-c2nc(C#N)c(N3CCN(C(=O)c4ccco4)CC3)o2)c1	1.3	-3.8	-1.9	-2	1.4	-8	1	.	-3	2	4
COc1ccc(Cc2noc(COc3ccc(Cl)cc3)n2)cc1	5.7	5.0	-2.8	-9	-1.1	-32	-1	107	2	-15	-19
CCCC(C)NC(=O)CSc1nc2ccc(C)cc2[nH]1 (stereo unspecified)	-3.2	0.5	-0.2	-1	3.5	15	-1	102	4	.	10
Cc1cc(=O)[nH]c(SCC(=O)N2C(C)CCCC2C)n1 (stereo unspecified)	-0.3	1.0	0.4	12	2.6	2	-3	.	-6	-1	-24
COc1ccc(/C=C(/NC(=O)c2ccccc2)C(=O)N2CCCCC2)cc1	-3.3	2.8	2.3	-11	0.7	17	-1	101	10	-8	4
O=C(Nc1ccccc1)OCCN1CCOCC1	-3.8	.	.	-6	3.3	19	-5	108	20	.	19
Cc1ccc(C2CC(c3ccccc3)=NN2C(=S)Nc2ccccc2)o1 (stereo unspecified)	-0.2	0.8	2.1	-5	4.5	1	2	107	-15	.	-2
CN(C)c1cccc(C(=O)NCCCn2ccc3ccccc32)c1	-0.2	2.7	0.1	4	1.2	1	1	96	-2	-6	6
CCCCOc1ccccc1Cn1c(=O)oc2ccc(C)cc21	1.0	-1.4	0.9	-5	0.6	-5	-2	97	-23	4	10
COc1ccc(Cl)cc1NC(=O)CN(C)CC(=O)NCc1ccc(F)cc1	-4.0	1.5	0.4	-19	4.0	17	-2	.	4	5	-10
Cc1ccsc1-c1n[nH]c(=S)n1C1CCCCC1	0.5	3.4	0.8	6	4.0	-3	-3	104	6	-7	-28
CC1(C)CC(=O)C(CC2C(=O)CC(C)(C)CC2=O)C(=O)C1	-2.2	0.9	-0.7	-2	1.8	11	-1	113	-1	7	-32
COc1ccc(CCn2nc(C)c([N+](=O)[O-])c2C)cc1	-3.4	-0.6	3.3	-6	0.9	17	0	105	-1	-8	-10
Cc1cc(=O)oc2cc(NS(=O)(=O)c3ccccc3)ccc12	-0.2	3.3	1.3	5	-0.2	1	4	95	-10	9	14
CS(=O)(=O)N(CC(=O)N1CCCCCC1)c1cc(Cl)ccc1Cl	-4.3	2.1	0.2	-13	2.7	20	3	100	-12	-6	-19
CC(OC(=O)c1cccc(-n2cnnn2)c1)C(=O)Nc1ccc(N(C)C)cc1 (stereo unspecified)	0.7	0.5	-1.5	-5	3.2	-4	-1	100	-2	-5	.
CCOC(=O)N1CCC(NC(=O)c2cc(-c3ccc(F)cc3)[nH]c2C)CC1	-1.3	0.5	0.4	-1	2.8	7	2	103	-1	-6	51
CCOC(=O)c1cc(-c2ccccc2)nc2nc(N3CCCCC3)sc12	-0.1	0.9	-1.4	-4	2.7	0	10	110	10	-20	15
Cc1ccc2c(c1)N(C(=O)CCC(=O)NCCCN1CCOCC1)CC(C)O2 (stereo unspecified)	-1.1	-1.3	-2.5	-11	3.6	6	1	107	-3	1	-18
COc1ccc(NCN2C(=O)CCC2=O)cc1	0.0	1.4	0.2	10	3.5	0	-3	102	-8	-7	-16
CN(CC(=O)Nc1cccc(F)c1)C(=O)CN1c2cccc3cccc(c23)S1(=O)=O	1.3	-1.6	-3.5	-13	-1.1	-5	3	89	5	9	3
COc1cc2nc(CN3CCN(C(C)=O)CC3)[nH]c(=O)c2cc1OC	-3.5	1.2	-0.9	3	-0.6	18	3	105	-9	1	-29
CC(C)(C)c1ccc(C(=O)Nc2c3c(nn2C(C)(C)C)CS(=O)(=O)C3)cc1	-1.5	2.3	0.1	3	0.7	8	3	116	-6	3	7
O=C1NC(=S)N/C1=C\C=C\c1ccccc1	.	-0.9	-1.3	.	2.9	.	.	107	.	7	.
CCN(CC(=O)Nc1ccccc1C(F)(F)F)C(=O)c1ccc(N2C(=O)CCC2=O)cc1	-3.5	-0.7	2.8	-6	1.8	19	1	108	5	48	22
O=C(O)C1CCCCC1C(=O)Nc1ccc(S(=O)(=O)N2CCOCC2)cc1 (stereo unspecified)	-2.3	.	.	-3	-1.0	12	-4	100	13	.	2
CN1CC(=O)N(CC(=O)Nc2ccc(N3CCOCC3)cc2)C1=O	-3.2	3.5	-1.9	-13	1.1	13	8	104	-21	.	16
CC(C)C(C)NC(=O)CN1C(=O)NC2(CCc3ccccc32)C1=O (stereo unspecified)	-0.6	0.6	-0.2	-4	-0.2	3	8	111	-22	-2	-1
